GALK inhibitor = blocks human galactokinase activity. 270,000 tested, 0.007% active. AID 1868. Potency, µM (series often up to 57.5 µM), inactives show at the top dose activity change, negative = inhibition, usual class: inhibitors. Purified GALK, Kinase-Glo residual ATP luminescence; further: potency means the concentration at half of the fitted maximal effect; on the % scale 0 is the no-effect control and ±100 the full control effect
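Compounds were pin-transferred into ATP buffer (35 uM final), then GALK plus galactose (5 nM, 100 uM final) was added. After 1 h at room temperature, Kinase-Glo Plus was added and luminescence read after 10 min.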
Coupling enz = counter-screen for Giardia aldolase inhibitors: coupling enzyme system; 290,000 tested, 0.67% active; coupling enzyme system counterscreen, AmpLite Red fluorescence; activity change, negative = inhibition, % at 58.2 µM, hits read low; AID 2472; in the data active means activity change below about -30%; further: on the % scale 0 is the no-effect control and ±100 the full control effect
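Counterscreen lacking aldolase: glyceraldehyde-3-phosphate coupling-enzyme reagent preincubated 10 min at RT with compound (at 57.5 uM final), then substrate/coupling system with AmpLite Red added; fluorescence read at 525/598 nm after 20 min RT.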
Giardia kill = Giardia lamblia killing; 340,000 tested, 0.15% active; AID 540267; Giardia lamblia trophozoite viability; activity change, % at 7.66 µM, hits read low; in the data active means activity change below about -80%; inconclusive means between about -30% and that limit;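 further: parasites exposed to compound for two days anaerobically before the ATP read; on the % scale 0 is the no-effect control and ±100 the full control effect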
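Trophozoite viability was measured as ATP-dependent luminescence, read 15-30 min after reagent addition. Before that, parasites at 100 cells/well were exposed to compounds for 48 h, anaerobically, at 37 deg C.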
S-ASM inh = inhibitors of human secretory acid sphingomyelinase | P17405 | placental ASM, HMU-PC fluorogenic substrate, 60 min | 340,000 tested, 0.006% active | Potency, µM (titrated, usually from 57.5 µM), for inactives: at the highest dose activity change, negative = inhibition, hits mostly inhibitors; further: potency means the concentration at half of the fitted maximal effect
Target sequence (P17405 47-631 limits assumed): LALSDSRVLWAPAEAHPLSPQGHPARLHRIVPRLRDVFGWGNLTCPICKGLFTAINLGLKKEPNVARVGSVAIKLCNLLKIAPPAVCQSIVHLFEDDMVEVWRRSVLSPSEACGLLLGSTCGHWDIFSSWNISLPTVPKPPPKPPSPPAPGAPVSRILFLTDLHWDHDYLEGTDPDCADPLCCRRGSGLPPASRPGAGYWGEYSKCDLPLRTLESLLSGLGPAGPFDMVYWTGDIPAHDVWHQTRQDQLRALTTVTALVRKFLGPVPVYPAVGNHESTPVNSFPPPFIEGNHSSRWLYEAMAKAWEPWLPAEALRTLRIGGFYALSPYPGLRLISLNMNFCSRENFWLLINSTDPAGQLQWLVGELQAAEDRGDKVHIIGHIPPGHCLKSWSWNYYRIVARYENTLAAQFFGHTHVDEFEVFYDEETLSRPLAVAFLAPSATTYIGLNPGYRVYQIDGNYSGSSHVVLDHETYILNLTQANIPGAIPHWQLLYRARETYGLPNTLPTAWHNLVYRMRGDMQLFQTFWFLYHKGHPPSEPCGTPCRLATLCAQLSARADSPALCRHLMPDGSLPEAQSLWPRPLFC
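Human placenta-derived ASM preincubated with compound 10 min at room temperature, then reacted with 9 uM (final) fluorogenic HMU-PC substrate for 60 min at 37 C. Stop solution raises pH to 10; fluorescence read at Ex 386/Em 447 nm.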
Chronic BCR inh = inhibitors of chronic active B-cell receptor signaling; ABC-DLBCL IkBa-CBG/CBR reporter, luminescence ratio, 4 h; Potency, µM (doses to about 46.1 µM), inactives show at the highest dose ratio change, negative = lower green/red ratio, hits mostly inhibitors; 340,000 tested, 0.05% active; AID 493014; active means well fitted inhibition curve with a large enough effect in the signal ratio, with a control signal flat, not every such curve was filed as active; inconclusive means small, poorly fitted or top-dose-only effect, or effect the other way, or a change in a side signal; the % refers to the signal ratio;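 further: potency means the concentration at half of the fitted maximal effect; plate controls were basal doxycycline-induced cells for no effect and cells given 10 µM MG132 for full effect; MG132 reads +100%, hits lower the ratio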
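Cell line TMD8 (human ABC DLBCL), stably expressing tet-inducible CBG68-IkBa fusion and CBR; IMDM/0.5% FBS; cpd up to 46 uM; dox induction, 4 h, 37C/5% CO2; dual luminescence; green/red ratio; MG132 control.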
Menin-MLL TR inh = displaces Texas Red mutant MLL peptide from human menin; O00255; Menin + Texas Red MLL mutant peptide, fluorescence polarization; Potency, µM (doses to about 61.6 µM), for the others: at the highest dose FP activity change, negative = inhibition, usual class: inhibitors; 270,000 tested, 0.23% active; AID 1768; active means well fitted inhibition curve with a large enough effect in the polarisation, with a control signal flat, not every such curve was filed as active; inconclusive means small, poorly fitted or top-dose-only effect, or effect the other way, or a change in a side signal; inactive means no such curve, though single readings can be large or run the other way; the % refers to the polarisation; further: potency means the concentration at half of the fitted maximal effect; % of control where 0% means no effect; many of its hits are not listed in these tables
Tb PFK inh = blocks T. brucei phosphofructokinase; O15648; T. brucei PFK, ADP-Glo luminescence; Potency, µM (series often up to 57.5 µM), for inactives: top-dose activity, negative = inhibition, actives largely listed as inhibitors; 330,000 tested, 0.17% active;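 further: potency means the concentration at half of the fitted maximal effect; 0% = uninhibited 1x PFK enzyme wells and -100% = no-enzyme wells; nearly all actives have a fitted effect of over 60% in size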
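Compounds were pin-transferred as a titration series up to 57 uM into substrate buffer (0.5 mM F6P, 0.1 mM ATP, pH 8.0), then 1.25 nM PFK was added and reactions ran 45 min before ADP-Glo detection.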
PKM2 activator = PKM2 (human) enzyme activation. purified PKM2, Kinase-Glo ATP luminescence, activation; response scale: 0% is enzyme alone, no compound. Potency, µM (top dose mostly 57.5 µM), without a hit: at the highest dose activation, hits mostly activators. 260,000 tested, 0.34% active. P14618. AID 1631; further: potency means the concentration at half of the fitted maximal effect; on the % scale 0 is the no-effect control and ±100 the full control effect; nearly all actives have a fitted effect of over 55% in size
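hPK-M2, >95% pure; 0.1 mM ADP / 0.5 mM PEP final; imidazole pH7.2 buffer w/ 7 mM MgCl2, 50 mM KCl; 1 h RT; Kinase-Glo lum. Intermediate enzyme activity for dual inhibitor/activator qHTS.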
B2AR arrestin = recruits beta-arrestin to the human beta2-adrenergic receptor. P07550. beta-arrestin recruitment to beta2AR, cell-based reporter. Potency, µM (top dose mostly 46.1 µM), without a hit: top-dose activation, usual class: activators. 330,000 tested, 0.02% active;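 further: potency means the concentration at half of the fitted maximal effect; 0% = DMSO controls and full agonism = EC100 isoproterenol or metaproterenol; nearly all actives have a fitted effect of over 65% in size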
Target sequence (P07550 whole entry, looked up): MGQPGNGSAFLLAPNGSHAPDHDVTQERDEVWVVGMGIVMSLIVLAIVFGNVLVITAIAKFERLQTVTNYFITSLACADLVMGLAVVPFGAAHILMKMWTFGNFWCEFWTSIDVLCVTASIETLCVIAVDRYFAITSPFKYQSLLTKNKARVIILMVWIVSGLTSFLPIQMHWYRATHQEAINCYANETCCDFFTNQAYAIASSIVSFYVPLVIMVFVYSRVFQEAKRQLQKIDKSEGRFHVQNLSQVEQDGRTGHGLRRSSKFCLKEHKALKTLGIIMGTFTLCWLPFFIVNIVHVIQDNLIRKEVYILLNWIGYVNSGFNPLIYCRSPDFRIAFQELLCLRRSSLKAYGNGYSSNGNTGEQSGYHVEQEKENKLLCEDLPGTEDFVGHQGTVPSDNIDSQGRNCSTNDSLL
Integrin act MD = activates integrin-mediated alleviation for muscular dystrophy; AID 624291; alpha7betagal myoblasts, beta-gal FDG fluorescence, 48 h; 350,000 tested, 0.064% active; Potency, µM (top dose mostly 38.3 µM), for the others: at the top dose activation, hits mostly activators;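 further: potency means the concentration at half of the fitted maximal effect; 100% = response of the positive control SU9516; nearly all actives have a fitted effect of over 60% in size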
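Alpha7betagal+/- myoblasts (passage 13) were plated 16-24 hr, then exposed to compounds (1:260 dilution of DMSO stock) for 48 hours at 37C. After MPER lysis, β-galactosidase reporter activity was read as FDG fluorescence (ex 480/em 540) after 30 minutes.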
TSG101-PTAP inh = blocks PTAP/TSG101 interaction to inhibit HIV-1 budding; Q99816; Fluorescence polarization, FITC-PTAP peptide / Tsg101 binding; Potency, µM (doses to about 115 µM), for the others: at the highest dose activity change, negative = inhibition, hits mostly inhibitors; 340,000 tested, under 10 active; active means well fitted inhibition curve with a large enough effect in the main read-out, with a control signal flat, not every such curve was filed as active; inconclusive means small, poorly fitted or top-dose-only effect, or effect the other way, or a change in a side signal; inactive means no such curve, though single readings can be large or run the other way; further: potency means the concentration at half of the fitted maximal effect; % of control where 0% means no effect
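Compounds were pin-transferred onto Tsg101 binding domain (10 uM final) in HEPES pH 7.5 buffer, then FITC-PTAP peptide was added at 50 nM final. After 20 min at RT, polarization reported peptide displacement across a qHTS concentration series.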
Active calls of the source: *; ? = inconclusive; . = no result given; [ ] = another dose, or the depositor's remark. Unless noted, the call rests on the fitted dose curve; in most records, active means well fitted curve in the direction sought with a large enough effect; inconclusive means small, poorly fitted or top-dose-only effect, or another doubt; inactive means no such curve, though single readings can be large; an effect the other way counts as inactive or inconclusive. These rows are one share of the data; count on the stated rates, not on these rows.

SMILES	GALK inhibitor	Coupling enz	Giardia kill	S-ASM inh	Chronic BCR inh	Menin-MLL TR inh	Tb PFK inh	PKM2 activator	B2AR arrestin	Integrin act MD	TSG101-PTAP inh
CC(=O)n1cc([C@H]2C=C(C(=O)Nc3ccccc3)O[C@@H](OCCCCO)C2)c2ccccc21	-1%	1	-23	?	?	28%	-2%	1%	-1.0%	5%	2%
COc1ccccc1NC(=O)c1cc(OC)c(OC)cc1[N+](=O)[O-]	4%	1	1	2%	-1%	-11%	1%	-12%	0.1%	-4%	-3%
CC(=O)c1c(C)[nH]c(C(=O)OCC(=O)NCC(C)C)c1C	8%	3	11	-1%	-8%	3%	4%	-11%	0.1%	-9%	2%
O=C(C1CCN(S(=O)(=O)c2cccnc2)CC1)N1CCN(c2ccc(Cl)cc2)CC1	1%	1	9	-8%	-11%	.	-2%	-4%	0.3%	-8%	0%
O=C1CC(NCc2ccccc2)C(=O)N1c1ccc(F)cc1 (stereo not drawn)	8%	6	-13	-2%	2%	19%	0%	-2%	-1.2%	23%	-7%
OC1(c2ccc(F)cc2)CCN(Cc2cccnc2)CC1	0%	1	7	5%	-7%	15%	-3%	2%	-0.4%	6%	0%
Cc1nn(-c2ccccc2)c(C)c1NC(=O)c1ccc(S(=O)(=O)N2CCCC2)cc1	7%	-1	-5	-1%	?	-2%	-2%	-2%	-0.2%	-26%	-1%
COc1cc(/C=N\NC(=O)Cn2nnc3ccccc32)cc(OC)c1OC	2%	-2	-3	0%	1%	-7%	0%	-1%	0.0%	4%	3%
Cc1cc(C=C2C(=O)c3ccccc3C2=O)c(C)n1-c1ccc(C(=O)O)cc1	2%	-25	-9	-2%	-5%	?	3%	-1%	-1.4%	-20%	1%
Cc1noc(NS(=O)(=O)c2ccc(NC(=O)c3cnc4scc(C)n4c3=O)cc2)c1C	2%	10	36[activator]	5%	9%	-22%	?	-10%	-0.3%	-10%	-2%
Cc1ccc(S(=O)(=O)N(C)C)cc1NC(=O)COC(=O)CCC(=O)c1cccs1	12%	0	5	1%	-2%	-14%	4%	10%	-0.1%	8%	1%
COc1ccc(-c2noc(CNC(=O)CCCN3C(=O)[C@H]4CC=CC[C@H]4C3=O)n2)cc1	-3%	4	-8	?	3%	7%	-1%	.	0.2%	-12%	1%
COc1ccc(CNC(=O)C(C)NC(=O)c2cc3ccccc3o2)cc1 (stereo not drawn)	0%	1	-7	-3%	5%	-3%	-3%	-7%	-0.1%	12%	-3%
O=C(NC1CC1)C1=C[C@H](C2CC2)C[C@H](OCCCCO)O1	2%	0	?	3%	-11%	-16%	-2%	1%	-0.1%	-7%	-1%
CC(=O)c1cc(NC(=O)c2cccc(C(F)(F)F)c2)c(=O)oc1C	-3%	2	-15	-2%	?	-19%	-18%	?	1.0%	-55%[inhibitor]	-2%
O=C1c2ccccc2C(=O)N1C/C=C/c1ccccc1	1%	2	-15	-2%	1%	-4%	0%	3%	-2.0%	0%	-5%
Cc1cc(C)c(C)c(N=Nc2nc3ccccc3n2C)c1C	0%	-2	-1	-23%	?	-11%	4%	-8%	0.3%	-36%	1%
O=C(NCC(=O)N(Cc1ccco1)C(C(=O)NC1CCCC1)c1cccnc1)c1cccs1 (stereo not drawn)	12%	4	-7	4%	-4%	0%	-8%	2%	-0.2%	26%	-3%
O=[N+]([O-])c1cccc(/C=N/Nc2nnc(-c3ccccc3)c(-c3ccccc3)n2)c1	0%	1	7	1%	-1%	9%	7%	-3%	-0.2%	20%	-3%
Cc1ccc(NC(=O)Nc2cccc(C)n2)c(C)c1	0%	2	20	0%	-1%	.	7%	3%	-0.4%	-21%	-5%

Single records, from the list above. Values in the order: GALK inhibitor | Coupling enz | Giardia kill | S-ASM inh | Chronic BCR inh | Menin-MLL TR inh | Tb PFK inh | PKM2 activator | B2AR arrestin | Integrin act MD | TSG101-PTAP inh
CC(=O)n1cc([C@H]2C=C(C(=O)Nc3ccccc3)O[C@@H](OCCCCO)C2)c2ccccc21 is listed with -1% | 1 | -23 | ? | ? | 28% | -2% | 1% | -1.0% | 5% | 2%
Cc1cc(C)c(C)c(N=Nc2nc3ccccc3n2C)c1C is listed with 0% | -2 | -1 | -23% | ? | -11% | 4% | -8% | 0.3% | -36% | 1%
O=C(NCC(=O)N(Cc1ccco1)C(C(=O)NC1CCCC1)c1cccnc1)c1cccs1 (stereo not drawn) is listed with 12% | 4 | -7 | 4% | -4% | 0% | -8% | 2% | -0.2% | 26% | -3%

Carrying on:
SMILES	GALK inhibitor	Coupling enz	Giardia kill	S-ASM inh	Chronic BCR inh	Menin-MLL TR inh	Tb PFK inh	PKM2 activator	B2AR arrestin	Integrin act MD	TSG101-PTAP inh
Cc1c(-c2ccccc2)[n+](=O)c(-c2ccco2)c(C)n1[O-]	-2%	3	-15	3%	?	-2%	6%	-4%	-0.4%	4%	0%
CCOc1cccc(C(=O)Nc2nc(-c3ccc(S(=O)(=O)N4CCOCC4)cc3)cs2)c1	0%	2	-9	-11%	-7%	-3%	12%	-15%	-0.2%	-16%	-1%
Cc1ccc(S(=O)(=O)NCC(=O)OCC(=O)NCc2ccc3c(c2)OCO3)cc1	.	.	16	0%	-6%	.	3%	.	-1.8%	-52%[inhibitor]	-1%
OCC[C@H]1C[C@@H](O)[C@H](O)[C@]2(OCCc3ccccc32)O1	.	.	1	-1%	?	.	2%	.	-0.2%	-1%	-5%
CC(C)c1ccc(/C=C2\C(=N)N3N=C(CC(=O)N4CCCCC4)SC3=NC2=O)cc1	-2%	.	-24	-1%	0%	.	-2%	.	0.3%	24%	-7%
Cn1c(N)c(C(=O)COC(=O)CCCOc2ccc(Cl)cc2Cl)c(=O)n(C)c1=O	-7%	1	-25	-24%	11%	?	-4%	18%	0.1%	23%	-7%
CC(NC(=S)Nc1ccc(F)cc1)C(c1cccs1)N1CCOCC1 (stereo not drawn)	2%	2	-13	-2%	0%	-2%	-2%	-10%	-0.8%	1%	-1%
CCOC(=O)N1CCN(C(=O)c2ccc(S(=O)(=O)Nc3ccccc3)cc2)CC1	.	.	-15	1%	-5%	.	0%	.	-0.1%	-20%	-1%
CC(=O)NC1Sc2ccccc2N=C1c1ccccc1 (stereo not drawn)	1%	3	-2	9%	?	-3%	-20%	-13%	-0.9%	-13%	-1%
O=C(CC(Nc1ccccc1Cl)C(=O)OCC(=O)c1cccs1)c1ccccc1 (stereo not drawn)	2%	2	10	5%	?	3%	-22%	21%	3.1%	?	0%
CCc1ccc2oc(-c3ccc(N)cc3)nc2c1	0%	1	-10	11%	?	36%[activator]	0%	-8%	0.4%	8%[7.66 µM]	-2%
COC(=O)c1c(NC(=O)CCCC(=O)O)sc2c1CCCCC2	-1%	17	-23	1%	?	-18%	-4%	3%	-0.3%	-11%	-4%
Cc1nc(-c2ccccn2)nc(N2CCOCC2)c1Cl	0%	3	1	6%	?	.	6%	10%	0.4%	-8%	-3%
Cc1cccc(NC(=S)NCc2ccccn2)c1	-2%	.	14	0%	?	16%	2%	1%	9.0%	18%	1%
Cc1cc(C)nc(SCCC(=O)Nc2ccccc2C)n1	.	3	-8	0%	?	6%	2%	-1%	-0.2%	-8%	-1%
O=C1CSC(c2ccncc2)N1Cc1ccccc1 (stereo not drawn)	1%	0	5	-1%	0%	-3%	-2%	-3%	-0.2%	0%	-4%
CN(Cc1ccccc1NCC(=O)Nc1ccccc1C#N)C1CCCCC1	4%	-2	-6	1%	-9%	-15%	-4%	-1%	0.4%	-46%[inhibitor]	-4%
CCCSc1nc(C)c(CC(=O)OCC)c(=O)[nH]1	-4%	-2	0	2%	9%	-12%	-2%	-12%	-0.1%	-10%	-3%
CC(=O)Nc1ccc(Nc2nc3ccccc3n3cnnc23)cc1	2%	6	7	-1%	4%	-5%	-3%	.	-0.3%	-12%	-8%
CN(CCc1ccccn1)C(=O)CCc1nnc(CCCc2ccccc2)o1	1%	1	0	2%	-1%	-21%	1%	0%	0.0%	8%	-4%
